Source: PubChem BioAssay (National Center for Advancing Translational Sciences (NCATS))
L3MBTL1 block: inhibitors of human L3MBTL1; Q9Y468; AlphaScreen L3MBTL1–H3K9me1 peptide binding; Potency, µM (titrated, usually from 57.1 µM), for the others: at the highest dose activity, negative = inhibition, hits mostly inhibitors; hit rate 0.66% among 230,000; further: on the % scale 0 is the no-effect control and ±100 the full control effect; nearly all actives have a fitted effect of over 60% in size
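AlphaScreen assay: L3MBTL1 (50 nM final) was preincubated 30 min at room temperature with biotinylated H3(1-15)K9me1 peptide (75 nM final), then 30 min with library compounds; streptavidin donor and nickel chelate acceptor beads (10 ug/mL final) added, 30 min dark.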
SMN2 splice up: increases expression of the SMN2 splice variant; HEK293 SMN2-luciferase splicing reporter, luminescence, 30-36 h; Potency, µM (series often up to 46.1 µM), inactives show at the top dose activity change, positive = activation, actives largely listed as activators; hit rate 2.8% among 210,000; AID 1458; further: % of control where 0% means no effect; nearly all actives have a fitted effect of over 55% in size
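qHTS luciferase splicing reporter: luminescence rises when SMN2 exon 7 is included in transfected HEK293 cells. Compound exposure lasted 30-36 h at 37C, with 4.5 mM final sodium butyrate as control, followed by a ONE-Glo read.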
KinaseGlo FLuc: blocks Kinase-Glo luciferase, a counter-screen artifact; hit rate 0.28% among 200,000; Potency, µM (doses to about 38.3 µM), inactives show at the highest dose activity change, negative = inhibition, hits mostly inhibitors; AID 1379; Kinase-Glo luciferase, ATP luminescence, 8 min; further: on the % scale 0 is the no-effect control and ±100 the full control effect; nearly all actives have a fitted effect of over 60% in size
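Compound is pinned into ATP-containing buffer (10 uM ATP, imidazole pH 7.2, 7 mM MgCl2). Kinase-Glo luciferase reagent is then added. Light output is recorded following an 8-min room-temperature incubation.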
Lamin A splicing: modulators of lamin A splicing. hit rate 0.01% among 200,000. Potency, µM (top dose mostly 46.1 µM), inactives show at the highest dose ratio change, negative = inhibition, usual class: inhibitors. HeLa LMNA splicing GFP/RFP minigene ratio, 48 h. AID 1487; active means well fitted inhibition curve with a large enough effect in the signal ratio, with a control signal flat, not every such curve was filed as active; inconclusive means small, poorly fitted or top-dose-only effect, or effect the other way, or a change in a side signal; the % refers to the signal ratio; further: on the % scale 0 is the no-effect control and ±100 the full control effect
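S3 HeLa cells stably expressing lamin A-EGFP splicing minigene plus DsRed2, 600 cells/well, 48 h compound exposure at 37C. Laser-scanning cytometry; analysed as GFP (500-530 nm)/RFP (575-640 nm) total intensity ratio; 0.5% DMSO vehicle.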
ALDH1A1 inh: blocks purified human ALDH1A1 activity; P00352; Purified ALDH1A1, NADH fluorescence, propionaldehyde substrate; Potency, µM (titrated, usually from 75.3 µM), without a hit: at the top dose activity, negative = inhibition, usual class: inhibitors; hit rate 7.3% among 220,000; AID 1030; active means well fitted inhibition curve with a large enough effect, not every such curve was filed as active; inconclusive means small, poorly fitted or top-dose-only effect, or another doubt; inactive means no such curve, though single readings can be large or run the other way;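 further: plate controls were no enzyme wells and a reference inhibitor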
RECQ1 helicase: RECQ1 (human) helicase inhibition; P46063; RECQ1 DNA unwinding, red fluorescence kinetic read; Potency, µM (highest dose often 57.3 µM), for the others: top-dose activity, negative = inhibition, hits mostly inhibitors; hit rate 0.54% among 240,000; AID 2549;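 further: plate controls were vehicle for no effect and no enzyme for full effect; nearly all actives have a fitted effect of over 30% in size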
Target sequence (P46063 whole entry, looked up): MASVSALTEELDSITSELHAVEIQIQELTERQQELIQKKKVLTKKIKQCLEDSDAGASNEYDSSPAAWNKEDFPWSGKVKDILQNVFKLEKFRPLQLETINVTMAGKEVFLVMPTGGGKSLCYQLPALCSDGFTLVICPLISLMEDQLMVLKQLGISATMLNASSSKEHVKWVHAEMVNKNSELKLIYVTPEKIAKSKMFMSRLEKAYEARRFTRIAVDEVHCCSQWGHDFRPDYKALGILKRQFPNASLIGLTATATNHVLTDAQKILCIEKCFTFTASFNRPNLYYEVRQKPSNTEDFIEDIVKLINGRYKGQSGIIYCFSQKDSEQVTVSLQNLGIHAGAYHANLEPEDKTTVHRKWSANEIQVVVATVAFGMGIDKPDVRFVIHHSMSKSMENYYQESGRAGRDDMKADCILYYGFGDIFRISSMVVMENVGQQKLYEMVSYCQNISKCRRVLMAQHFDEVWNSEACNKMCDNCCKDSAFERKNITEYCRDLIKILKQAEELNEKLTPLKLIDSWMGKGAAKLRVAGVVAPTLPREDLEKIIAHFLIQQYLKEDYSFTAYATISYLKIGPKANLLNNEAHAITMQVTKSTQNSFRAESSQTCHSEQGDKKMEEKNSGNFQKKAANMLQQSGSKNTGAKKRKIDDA
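RECQ1T1 50 nM; forked duplex (20 bp + 30-nt ss tails) 200 nM, ATP 2 mM final; pH 8.0, 2 mM MgCl2, 2.5 ug/ml poly(dI-dC); 15 min compound preincubation; discontinuous kinetic read over 2 h at RT.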
JMJD2E inh: JMJD2E (human) inhibition; JMJD2E catalytic domain, FDH-coupled NADH fluorescence (FDH is formaldehyde dehydrogenase); Potency, µM (highest dose often 57.1 µM), for inactives: top-dose activity change, negative = inhibition, most hits filed as inhibitors; hit rate 1.6% among 230,000; AID 2147; active means well fitted inhibition curve with a large enough effect, not every such curve was filed as active; inconclusive means small, poorly fitted or top-dose-only effect, or another doubt; inactive means no such curve, though single readings can be large or run the other way;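 further: 0% = wells with enzyme and -100% = buffer wells without enzyme; nearly all actives have a fitted effect of over 50% in size; many of its hits are not listed in these tables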
Tau fibril ThT: tau fibrillization inhibition (ThT binding); P10636; Potency, µM (highest dose often 57.4 µM), for inactives: at the top dose activity, negative = inhibition, most hits filed as inhibitors; AID 1460; recombinant tau K18 P301L (four-repeat tau fragment), heparin-induced fibrillization, ThT fluorescence; hit rate 2.1% among 270,000; further: on the % scale 0 is the no-effect control and ±100 the full control effect; nearly all actives have a fitted effect of over 55% in size
Target sequence (P10636 561-689 P618L limits assumed): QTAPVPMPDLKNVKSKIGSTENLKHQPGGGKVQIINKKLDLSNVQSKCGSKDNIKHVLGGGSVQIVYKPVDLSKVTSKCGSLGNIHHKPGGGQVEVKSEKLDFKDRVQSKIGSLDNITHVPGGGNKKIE
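Tau K18 P301L fragment (15 uM unlabeled plus 0.24 uM Alexa 594-labeled) in 100 mM sodium acetate pH 7 with compound, fibrillization induced by 20 uM heparin for 6 hr at 37 C. Thioflavin T (30 uM) added, fluorescence read after 1 hr (ex 450, em 510 nm).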
Numbers without * were called inactive; i = inactive; ? = inconclusive; . = no result given; [ ] = another dose, or the depositor's remark. Unless noted, the call rests on the fitted dose curve; in most records, active means well fitted curve in the direction sought with a large enough effect; inconclusive means small, poorly fitted or top-dose-only effect, or another doubt; inactive means no such curve, though single readings can be large; an effect the other way counts as inactive or inconclusive. Potency means the concentration at half of the fitted maximal effect. A portion of the library; the hit share may differ from the screen's.

cpd	smiles	ALDH1A1 inh	L3MBTL1 block	KinaseGlo FLuc	SMN2 splice up	RECQ1 helicase	Tau fibril ThT	JMJD2E inh	Lamin A splicing
1	O=C1Nc2ccc(Br)cc2C1(O)Cc1ccncc1 (stereo unspecified)	15%	.	0%	-1%	-5%	-3%	-2%	1%
2	COc1ccc(Nc2nccc(N(C)C)c2C#N)cc1	-7%	-3%	5%	.	3%	-7%	0%	.
3	Cc1cc(C(=O)Nc2sc3c(c2C#N)CCC3)no1	?	0%	-2%	?	i	?	-3%	-24%
4	COc1ccc(CN(C)C2CCCCC2)c(C)c1C	?	.	-3%	8%	-2%	-4%	2%	16%
5	CC(C)CC(=O)N/C(N)=N/c1nc2ccccc2o1	-7%	5%	.	.	-9%	-7%	12%	.
6	O=c1cc(-c2ccc(O)cc2)oc2c(O)c(O)c(O)c(O)c12	-3%	3.2µM*	.	.	13µM*	14µM*	13µM*	-5%[46 µM]
7	O=C(N/N=C/c1coc2ccccc2c1=O)c1cc(O)cc(O)c1	?	.	-1%	-6%	i	-11%	2%	.
8	c1cnc(SCCOc2cccc3ccccc23)nc1	?	.	-2%	22%	-14%	?	0%	-15%

Reprinted at random: 7 entries already listed, in no set order.
cpd	smiles	ALDH1A1 inh	L3MBTL1 block	KinaseGlo FLuc	SMN2 splice up	RECQ1 helicase	Tau fibril ThT	JMJD2E inh	Lamin A splicing
6	O=c1cc(-c2ccc(O)cc2)oc2c(O)c(O)c(O)c(O)c12	-3%	3.2µM*	.	.	13µM*	14µM*	13µM*	-5%[46 µM]
8	c1cnc(SCCOc2cccc3ccccc23)nc1	?	.	-2%	22%	-14%	?	0%	-15%
3	Cc1cc(C(=O)Nc2sc3c(c2C#N)CCC3)no1	?	0%	-2%	?	i	?	-3%	-24%
7	O=C(N/N=C/c1coc2ccccc2c1=O)c1cc(O)cc(O)c1	?	.	-1%	-6%	i	-11%	2%	.
1	O=C1Nc2ccc(Br)cc2C1(O)Cc1ccncc1 (stereo unspecified)	15%	.	0%	-1%	-5%	-3%	-2%	1%
5	CC(C)CC(=O)N/C(N)=N/c1nc2ccccc2o1	-7%	5%	.	.	-9%	-7%	12%	.
2	COc1ccc(Nc2nccc(N(C)C)c2C#N)cc1	-7%	-3%	5%	.	3%	-7%	0%	.

New compounds follow.
cpd	smiles	ALDH1A1 inh	L3MBTL1 block	KinaseGlo FLuc	SMN2 splice up	RECQ1 helicase	Tau fibril ThT	JMJD2E inh	Lamin A splicing
9	CCOC(=O)CC1(c2ccc(OC)c(OC)c2)C(=O)c2ccccc2C1=O	22%	-4%	.	.	7%	-12%	-10%	.
10	CC(C)(C)c1ccc(OCc2nc(-c3ccccn3)no2)c(Br)c1	-8%	.	-3%	13µM*	-16%	?	0%	?
11	CCOC(=O)C1=C(C)N(c2ccc(OC)cc2)C(=O)/C1=C\c1ccc(O)c(OCC)c1	.	-16%	.	.	-2%	25µM*	-25%	.
12	CNc1nc(N)c([N+](=O)[O-])c(NCC2CCCO2)n1 (stereo unspecified)	0%	15%	.	.	i	-4%	2%	.
13	CC(C)NC(=O)CC(=O)N/N=C/c1cccs1	?	1%	-4%	.	-7%	?	?	-10%[46 µM]
14	COC(=O)C(NC(=O)c1ccccc1)(Nc1nccs1)C(F)(F)F (stereo unspecified)	-6%	-8%	13%	0%	14%	-10%	-12%	-12%
15	CCCn1c(C)nc2c(c1=O)c1nc3ccccc3nc1n2CCC1=CCCCC1	?	6%	3%	-33%[inhibitor]	i	-10%	?	?
16	CC(C)(C)c1ccc(CN2C(=O)CSC2=O)cc1	-3%	8%	0%	-11%	i	-11%	-7%	14%[9.22 µM]
17	OC(COCC1COc2ccccc2O1)CN1CCN(c2ccccc2F)CC1 (stereo unspecified)	-7%	3%	4%	-17%	-12%	-9%	3%	?
18	COC(=O)C1(S(=O)(=O)c2cccc3nsnc23)CC1	5%	-6%	0%	6%	i	-3%	-3%	0%
19	O=C(COC(=O)c1ccc(S(=O)(=O)NCc2ccco2)cc1)NC1CCCCCC1	-3%	.	-2%	-6%	i	-10%	-2%	3%
20	CNC(=S)N/N=C1\C(=O)c2cccc3cccc1c23	?	-21%	0%	27%	-12%	?	6%	?
21	Cc1coc2cc3oc(=O)c4c(c3cc12)CCCC4	?	-6%	-4%	-25%	11%	-12%	?	6%
22	COc1ccc(NC(=O)c2cc3nc(-c4ccccc4)cc(C)n3n2)cc1OC	-1%	-13%	-1%	.	-3%	?	2%	?
23	Cc1ccc(C(=O)N/N=C\c2ccc(Br)o2)o1	20%	-1%	-5%	-4%	-1%	-13%	-7%	11%
24	c1ccc(C2=NN(c3ccccc3)C(c3ccco3)C2)cc1 (stereo unspecified)	-4%	159%[activator]	-1%	.	1%	-11%	-3%	.
25	COc1ccc(CCC2(C)NC(=O)NC2=O)cc1 (stereo unspecified)	14%	4%	0%	?	-6%	6%	1%	3%
26	CC(C)CNC(=O)CN(C1CCCCC1)S(=O)(=O)c1ccccc1	0%	5%	-3%	-13%	-6%	-2%	-10%	5%
27	Cc1ccc2c(c1)-c1c(ssc1=S)C(C)(C)N2C(=O)CSC1=NCCS1	-4%	?	1%	-24%	-6%	?	5%	-8%
28	CCCNc1cc(C)oc(=O)c1C(=O)CCC	?	.	6%	-26%	-2%	-10%	-6%	10%
29	CCn1cc(C(C)NC(=O)Nc2ccccc2C(=O)OC)c(C)n1 (stereo unspecified)	?	11%	0%	2%	i	-6%	?	15%[46 µM]
30	NS(=O)(=O)c1cccc(NC(=O)COC(=O)COc2ccc3ccccc3c2)c1	-4%	.	.	.	-6%	-6%	3%	.
31	CC(C)CNc1nnnc2c1sc1nc(N3CCOCC3)c3c(c12)CCCC3	.	-2%	.	.	-2%	-5%	0%	.
32	S=C(N/N=C/c1ccccc1Cl)Nc1ccccc1	13%	-8%	-8%	28%	-2%	6%	-2%	?
33	CCCCCC(=O)N1CCN(c2ccc(C(C)=O)cc2F)CC1	?	16%	3%	-9%	8%	?	2%	?
34	Cc1ccccc1NC1=CC(=O)CC(C)(C)C1	-1%	4%	-5%	0%	i	-6%	2%	-10%
35	O=S(=O)(Nc1ccc(N=Nc2ccc(O)c3ccccc23)cc1)c1ccccc1	-1%	?	-16%	1%[1.84 µM]	-6%	1%	5%	?
36	CCOC(=O)c1ccc(S(=O)(=O)N2CCN(C(=O)CSc3nc4ccccc4o3)CC2)cc1	-3%	0%	0%	-11%	-6%	-8%	-2%	-15%
37	CCOc1ccc2nc(NC(=O)CSc3nc4ccccc4c(=O)n3Cc3ccco3)sc2c1	-4%	3%[11.4 µM]	1%	-17%	-10%	-6%	2%	21%
38	COCCNc1oc(-c2ccc(Cl)cc2)nc1C#N	?	-5%	-1%	?	-11%	-5%	?	-4%
39	FC(F)(F)c1cccc(Nc2ncnc3ccccc23)c1	5%	.	-1%	.	-1%	1%	-3%	-12%
40	CCC1(CC)NC(=O)N(CC(=O)OCn2nnc3ccccc3c2=O)C1=O	13µM*	-1%	4%	18%	-8%	11%	6%	4%
41	C[C@@H]1CCC2C(C)(C)C3CC21CC[C@@]3(C)O (stereo partly specified)	-10%	.	0%	7%	1%	-8%	7%	.
42	CCCCCCNCCn1cnc2c(N)ncnc21	23%	2%	2%	-19%	i	-10%	-5%	-1%
43	CN(c1ccccc1)c1nc(N)c([N+](=O)[O-])c(NCCO)n1	9%	1%	.	.	-4%	-18%	4%	.
44	COc1cccc(Cn2c(=O)c(-c3cccc(C#N)c3)nc3cnc(Nc4ccccc4)nc32)c1	-7%	.	-2%	-10%	-5%	.	.	.
45	COc1cc(/C=C/C(=O)O)ccc1S(=O)(=O)N1CCCc2ccccc21	-6%	.	-2%	-25%	i	-5%	1%	.
46	COc1cc(/C=N/c2oc(-c3ccccc3)cc2C#N)ccc1O	?	-10%	1%	11%	1%	16µM*	?	-13%
47	CCN(CC)c1nc(OCCNC(=O)Nc2ccccc2)nc(N(CC)CC)n1	?	.	-3%	-18%	i	-10%	-5%	?
48	CCCCC1=CC2=CC(=O)C(C)(OC(=O)CC)C(=O)C2=CO1 (stereo unspecified)	-1%	.	0%	-2%	-12%	-9%	1%	.
49	COc1ccc(NC(=O)NNC(=O)CCC(=O)Nc2ccccc2Cl)cc1	-13%	2%	-2%	2%	22%	2%	5%	.
50	CC(=O)Nc1ccc(-c2csc(Nc3ccc(S(N)(=O)=O)cc3)n2)cc1	16%	4%	0%	7%	9%	?	3%	.
51	COc1ccc(Cl)cc1Nc1nc(-c2sc(NC(=O)c3ccccc3)nc2C)cs1	?	-4%	-5%	-36%[inhibitor]	-8%	?	?	?
52	COCCn1c(=O)c(-c2ccc(Cl)cc2)nc2cncnc21	?	.	1%	-3%	-14%	.	.	.
53	O=C(O)CCn1c(CO)nc2ccccc21	-2%	-5%	-3%	9%	-14%	6%	?	?
